TROY signal inh = blocks TROY-dependent signaling in reporter cells; 360,000 tested, 0.98% active; Q293 LMP1-TROYcd NF-kB luciferase reporter, 4 h; inhibition, % at 10 µM;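 active = compounds whose plate-normalised and pattern-corrected inhibition of the luciferase reporter signal at the single screening dose is 50% or more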
NCOA2 inhibitor = inhibits human steroid receptor coactivator 2 | Q15596 | HEK293 GAL4-SRC2 luciferase reporter, luminescence | inhibition, % at 9 µM | 370,000 tested, 0.17% active;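 active = inhibition above the mean inhibition of all tested compounds plus 3 SD, set per campaign, cut at about 52% in these data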;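 also: 0% = DMSO treated cells and 100% = cells given Gossypol at 36 µM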
Target sequence (Q15596 whole entry, looked up, the tested form may be a part): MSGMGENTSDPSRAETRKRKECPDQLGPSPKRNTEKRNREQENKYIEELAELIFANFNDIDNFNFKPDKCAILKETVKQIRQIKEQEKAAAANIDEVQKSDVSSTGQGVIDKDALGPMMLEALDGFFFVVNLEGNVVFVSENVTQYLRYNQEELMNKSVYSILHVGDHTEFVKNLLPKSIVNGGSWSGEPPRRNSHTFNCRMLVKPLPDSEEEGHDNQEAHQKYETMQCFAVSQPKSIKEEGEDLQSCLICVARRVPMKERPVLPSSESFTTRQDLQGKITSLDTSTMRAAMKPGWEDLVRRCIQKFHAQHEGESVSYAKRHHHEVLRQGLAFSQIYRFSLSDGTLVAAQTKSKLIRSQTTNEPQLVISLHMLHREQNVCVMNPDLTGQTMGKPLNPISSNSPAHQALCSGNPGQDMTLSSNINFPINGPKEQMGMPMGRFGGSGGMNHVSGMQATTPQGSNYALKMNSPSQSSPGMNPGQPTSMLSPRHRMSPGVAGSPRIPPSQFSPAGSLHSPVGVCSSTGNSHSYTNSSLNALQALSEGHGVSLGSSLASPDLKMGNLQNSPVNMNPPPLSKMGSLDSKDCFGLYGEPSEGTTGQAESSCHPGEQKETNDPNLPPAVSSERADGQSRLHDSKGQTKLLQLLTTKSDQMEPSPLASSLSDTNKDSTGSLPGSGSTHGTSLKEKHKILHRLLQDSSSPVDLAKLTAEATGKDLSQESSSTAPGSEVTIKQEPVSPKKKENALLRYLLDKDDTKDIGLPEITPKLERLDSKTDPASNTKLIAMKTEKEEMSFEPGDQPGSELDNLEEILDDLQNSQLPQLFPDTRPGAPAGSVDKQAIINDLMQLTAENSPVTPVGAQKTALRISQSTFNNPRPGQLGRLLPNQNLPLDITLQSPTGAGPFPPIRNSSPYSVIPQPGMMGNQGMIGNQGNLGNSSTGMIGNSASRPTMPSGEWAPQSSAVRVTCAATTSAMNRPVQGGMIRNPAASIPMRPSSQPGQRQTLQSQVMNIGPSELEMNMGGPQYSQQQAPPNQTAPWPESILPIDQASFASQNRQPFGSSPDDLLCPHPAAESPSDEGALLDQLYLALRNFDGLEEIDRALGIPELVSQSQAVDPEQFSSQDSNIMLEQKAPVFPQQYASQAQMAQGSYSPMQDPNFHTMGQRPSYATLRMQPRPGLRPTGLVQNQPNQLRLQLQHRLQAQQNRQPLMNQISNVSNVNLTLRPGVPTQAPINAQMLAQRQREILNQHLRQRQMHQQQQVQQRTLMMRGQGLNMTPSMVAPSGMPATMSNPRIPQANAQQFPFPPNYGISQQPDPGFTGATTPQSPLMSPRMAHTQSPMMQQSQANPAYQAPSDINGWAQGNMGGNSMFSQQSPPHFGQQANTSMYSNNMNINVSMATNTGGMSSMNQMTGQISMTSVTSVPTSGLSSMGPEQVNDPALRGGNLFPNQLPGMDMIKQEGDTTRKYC
SRC3 inh = human NCOA3 inhibition; HEK293 GAL4-SRC3 luciferase reporter, luminescence; Q9Y6Q9; inhibition, % at 3.6 µM; AID 588352; 360,000 tested, 0.17% active;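 active = inhibition above a per-campaign cutoff, the mean of all compounds plus 3 SD, cut at about 60% in these data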;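 also: 0% = DMSO-treated cells and 100% = gossypol-treated cells at 36 µM; higher means less SRC3-driven luciferase light from the GAL4 reporter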
TWEAK Fn14 block = blocks TWEAK-Fn14 interaction in a reporter cell assay. inhibition, % at 10 µM. 360,000 tested, 2% active. TWEAK-stimulated Fn14 reporter cells, luciferase luminescence, 8 h; in the data active = inhibition above about 50%
CF NFkB inh = inhibitors of cystic fibrosis induced NF-kB; KKLEB NF-kB-GFP reporter, PAF-induced, GFP fluorescence overnight; inhibition, % at 5 µM; 360,000 tested, 0.86% active;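 active = at least 50% inhibition at 5 µM, scaled per plate between neutral and stimulator controls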;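 also: PAF is a Pseudomonas aeruginosa culture filtrate used as stimulus; plate controls were PAF-stimulated DMSO wells for no effect and unstimulated DMSO wells for full effect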
KKLEB tox = reduces viability of KKLEB cystic fibrosis airway cells; 360,000 tested, 0.36% active; AID 602141; KKLEB CF airway cells viability, ATPlite luminescence, overnight; stronger effect = lower value; cells stimulated with P. aeruginosa culture filtrate; activity change (cytotoxicity), % at 5 µM;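 active = corrected activity change at or below -50% at 5 µM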
SRC1 inh = human NCOA1 inhibition; HEK293 GAL4-SRC1 luciferase reporter, luminescence; inhibition, % at 3.6 µM; 360,000 tested, 0.12% active; AID 588354;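 active = inhibition above the campaign mean plus 3 SD, with each screening campaign given its own cutoff, cut at about 60% in these data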;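 also: 0% = DMSO treated cells and 100% = gossypol at 36 µM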
EBV LMP1 NFkB = inhibitors of Epstein-Barr LMP1-induced NF-kappaB reporter; inhibition, % at 12.5 µM; LMP1-induced NF-kappaB luciferase reporter cells, luminescence; AID 504558; 350,000 tested, 0.69% active; in the data active = inhibition above about 41%;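 also: 0% = neutral control wells and 100% = reference inhibitor control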
COUP-TFII inh = inhibitors of human COUP-TFII (NR2F2) | P24468 | HEK293T NGFI-A luciferase reporter, luminescence | inhibition, % at 8.6 µM | 370,000 tested, 0.7% active;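 active = inhibition above a per-plate cutoff, mean inhibition of test wells between control levels plus 3 SD, cut at about 38% in these data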;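 also: cells cotransfected with COUP-TFII expression vector driving the NGFI-A reporter; 0% = median of COUP-TF2 test wells and 100% = reporter-only cells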
LRH-1 inv ag = inverse agonists of human LRH-1 (NR5A2) | 360,000 tested, 0.13% active | HEK293T StAR-luciferase reporter, LRH-1 transfected, 24 h | O00482 | inhibition, % at 3.6 µM;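 active = inhibition above the mean inhibition of all tested compounds plus 3 SD, cut at about 73% in these data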;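 also: 0% = DMSO wells and 100% = reporter-only cells lacking LRH-1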
TRAIL sens C8 = sensitizes caspase-8 expressing cells to TRAIL; NB7+C8 cells + TRAIL, ATPlite viability luminescence; inhibition (viability loss, TRAIL sensitization), % at 10 µM; 360,000 tested, 1% active;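 active = compounds causing at least 50% loss of cell viability in the single-dose screen, relative to plate controls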
An asterisk follows results filed as active; · = not tested or not shown. Rows are unselected; any-hit rate near 4.2%.

SMILES	TROY signal inh	NCOA2 inhibitor	SRC3 inh	TWEAK Fn14 block	CF NFkB inh	KKLEB tox	SRC1 inh	EBV LMP1 NFkB	COUP-TFII inh	LRH-1 inv ag	TRAIL sens C8
O=C(CCCCn1c(=O)c2ccccc2n(CC(=O)Nc2ccccc2)c1=O)NCc1ccco1	15	-11	12	-65	-2	2	-4	-11	10	-7	-1
CCN(CC)CCNc1ccc(C)c2sc3ccc(O)cc3c(=O)c12	-91	-27	64*	-194	-171	5	63*	38	-89	39	42
COc1cc(C(=O)NCC2CCCN2S(=O)(=O)c2cccs2)cc(OC)c1OC (stereo not drawn)	21	4	-18	-34	-14	0	1	-6	-1	14	-12
O=C(Nc1ccc(N2CCOCC2)cc1N1CCOCC1)c1ccccc1	-6	-1	-1	3	0	-9	8	-4	11	-22	-6
O=S1OC(c2ccccc2)c2cc(Cl)ccc21 (stereo not drawn)	1	-7	8	-7	7	6	-11	-4	4	-19	-5
CC1(C)Cc2c(cnn2-c2ccccc2)C(NC(=O)CCN2CCCCO2)C1 (stereo not drawn)	-30	-1	-15	-1	2	16	-11	3	-10	-8	-9
CCOc1cccc(CNn2cnnc2)c1OCc1ccccc1Cl	6	-7	14	2	12	-4	-5	-3	13	1	-13
COc1ccc2nc(COC(=O)c3ccco3)c(C(C)=O)[n+]([O-])c2c1	8	10	14	9	-20	3	-12	-3	-4	16	-13
CCC1Oc2nc(SC)nnc2-c2ccccc2N1C(=O)c1ccccc1 (stereo not drawn)	-35	0	-64	5	-18	-7	-46	4	-19	-94	9
Cc1n[nH]c(=O)nc1N1CCc2ccccc2C1	-7	15	-2	10	-6	4	-9	-8	-7	0	0
CC1=NN(/C(=N\c2nnc(C)s2)Nc2ccc(C)cc2)[C@H](c2ccc(C)cc2)S1	-50	2	-12	-10	2	14	-9	-2	-3	-14	-3
COc1ccc(CNS(=O)(=O)c2csc(C(N)=O)c2)cc1OC	-15	-6	-19	-1	-18	22	-2	-3	-9	20	-10
COc1ccc(Cl)cc1S(=O)(=O)NCc1cccnc1	5	15	12	-9	15	-8	10	3	-12	3	-7
O=C(Nc1nnc(S(=O)(=O)N2CCOCC2)s1)c1ccccc1	-52	-5	-32	-5	17	-15	-27	-4	-17	-80	4
CCOc1cccc(C(=O)NC(=S)Nc2ccc3c(c2)OCCO3)c1	-21	-8	-10	-20	-7	8	-31	-16	-23	-34	12
CN1CCN(C(=O)CC23CC4CC(CC(C4)C2)C3)CC1	-4	-11	18	-16	-10	5	3	1	10	-6	-15
CC(C)C[C@H](NC(=O)C1CC(=O)N(c2ccc3c(c2)OCCO3)C1)C(=O)NC1CCCC1 (stereo partly drawn)	-12	-20	11	2	-13	2	3	-3	1	-6	8
COc1cccc(CNC(=O)c2nnn(CC(=O)Nc3c(C)cccc3C)c2N)c1	-2	-12	5	11	11	-2	0	2	0	7	-2
COc1cc(SC)ccc1C(=O)N(Cc1ccccc1)c1ccccn1	-55	-12	23	0	9	-8	-11	·	12	8	-11
CCC1=C([N+](=O)[O-])C(c2ccc3c(c2)OCO3)NC(=O)N1 (stereo not drawn)	11	4	-7	-3	-1	-1	14	-11	0	12	-22
COc1ccc(C(=O)NCc2nc(C)c(C)s2)cc1OC1CCN(C(C)C)CC1	-15	4	18	-4	-25	2	-2	-16	-9	15	-8
Cc1ccc(CN2CCC(C(=O)Nc3cccc(-c4cccc(F)c4)c3)CC2)o1	-27	-25	12	12	-3	7	1	3	-1	9	17
Cc1ccccc1OCC(=O)N(Cc1ccco1)c1c(N)n(Cc2ccccc2)c(=O)[nH]c1=O	-15	5	3	14	-7	4	-10	-3	-1	-25	-7
CCOC(=O)c1ccc(NC(=O)C2CCN(C(=O)c3ccc(OC)c(OC)c3)CC2)cc1	25	9	-9	24	2	5	6	10	26	24	14
Cc1ccc(S(=O)(=O)CCC(=O)OCC(=O)Nc2cc(S(=O)(=O)N3CCOCC3)ccc2Cl)cc1	7	19	10	-2	-8	12	2	-3	-5	9	0
N#Cc1ccc(/C=N/NC(=O)c2cc(-c3cccs3)nc3ccccc23)cc1	-20	-18	-13	-34	7	-17	-8	-10	-2	3	9
COc1cc(OC)cc(C(=O)NC(=S)Nc2ccc(Cl)c(C(=O)O)c2)c1	1	8	17	-7	8	4	-12	5	-3	5	-10
CCOC(=O)C1=C(COC(=O)CSc2ccc(Br)cc2)NC(=O)NC1C (stereo not drawn)	2	9	-5	3	7	3	-83	0	-29	-21	-1
Cc1cc(NC(=O)CSc2nc(-c3cccnc3)ccc2C#N)no1	-6	-5	-6	-8	4	1	3	-8	-1	-16	-7
CCOP(=O)(OCC)/C(=N/OC(=O)c1ccccc1C)C(N)=O	-7	-13	12	4	3	-24	-6	7	-11	-20	-6
CCOC(=O)Nc1ccc2c(c1)C(=NO)c1ccccc1-2	-14	-55	-61	-10	-3	23	-91	-59	-47	-135	24
O=C(NC1CCCCC1)c1cccc(OCc2ccccc2)c1	7	15	-19	2	-41	12	-42	0	-5	22	6
CC(C)c1ccc(NC(=O)CNC(=O)Cn2ccc3ccccc3c2=O)cc1	-1	-28	-6	6	7	-2	-8	3	8	-15	7
COc1ccc(C)cc1NC(=O)CCCNC(=O)Cn1cnc2sc(C)c(C)c2c1=O	-8	-10	-10	-14	8	-1	2	-3	-14	-1	-5
CC(C)CCN1C(Nc2ccccc2)=NC[C@@H]1CC(C)C	-3	-4	7	-12	-18	-3	-11	-1	0	5	-9
O=C(O)c1c[nH]c(=S)n1-c1ccc(F)cc1	14	-9	0	-6	-6	-4	-19	-1	-3	2	-3
Nc1cc(-c2cccc([N+](=O)[O-])c2)[nH]n1	7	-29	1	-8	1	-9	-7	-8	-2	-19	-3
Cn1cc(Cl)c(C(=O)NC2CCCC2)n1	-1	-9	2	7	14	-9	-2	-17	-5	-3	11
Cc1cccc(N2CCN(C(=O)C3CCN(S(=O)(=O)N4CCOCC4)CC3)CC2)c1C	32	0	-8	7	12	0	13	10	9	9	13
COc1ccc(C(=O)NC2(C(F)(F)F)N=C3SCCN3C2=O)cc1 (stereo not drawn)	-14	-34	6	20	-7	8	-29	-1	-2	14	-7

Three records drawn at random from those above:
SMILES	TROY signal inh	NCOA2 inhibitor	SRC3 inh	TWEAK Fn14 block	CF NFkB inh	KKLEB tox	SRC1 inh	EBV LMP1 NFkB	COUP-TFII inh	LRH-1 inv ag	TRAIL sens C8
CCC1Oc2nc(SC)nnc2-c2ccccc2N1C(=O)c1ccccc1 (stereo not drawn)	-35	0	-64	5	-18	-7	-46	4	-19	-94	9
COc1ccc(C(=O)NCc2nc(C)c(C)s2)cc1OC1CCN(C(C)C)CC1	-15	4	18	-4	-25	2	-2	-16	-9	15	-8
CC1=NN(/C(=N\c2nnc(C)s2)Nc2ccc(C)cc2)[C@H](c2ccc(C)cc2)S1	-50	2	-12	-10	2	14	-9	-2	-3	-14	-3

Next section
SMILES	TROY signal inh	NCOA2 inhibitor	SRC3 inh	TWEAK Fn14 block	CF NFkB inh	KKLEB tox	SRC1 inh	EBV LMP1 NFkB	COUP-TFII inh	LRH-1 inv ag	TRAIL sens C8
Nn1c(COc2ccccc2)nnc1SCC(=O)O	10	-16	-12	-6	-12	6	6	2	17	-19	-5
O=C(c1ccc(=O)oc1)N1CCN(c2ccc(F)cc2)CC1	-17	9	13	-26	0	-1	4	3	19	1	-2
CCOc1ccc(N(C(=O)CNS(=O)(=O)c2ccccc2)C(CC)C(=O)NCc2ccco2)cc1 (stereo not drawn)	5	-5	12	5	10	-2	-38	-13	8	-11	-7
O=C(CCSc1ccccc1)Nc1ccc(OCc2ccccc2)cc1	21	-1	-26	-10	-2	8	-15	-3	0	2	0
COc1ccc(N(CC(=O)NCc2ccco2)S(=O)(=O)c2ccc(C)cc2)cc1OC	-15	-3	-3	10	14	3	-9	0	20	6	7
COc1ccc(OC)c(NC(=O)C2(C)CCN2Cc2ccsc2)c1 (stereo not drawn)	-6	-21	-14	-23	15	4	5	·	9	19	7
CCN(CC)C(=O)COc1ccc2oc(C)c(C(=O)OC)c2c1	-27	8	6	1	-3	0	-17	-7	19	15	-4
CC(C)CNC(=O)COC(=O)c1c2c(nc3ccccc13)CCC2	8	34	-4	21	6	-2	4	2	4	-6	11
O=C(NCc1cccnc1)C1c2ccccc2C(=O)N1C1CCCC1 (stereo not drawn)	16	-22	4	-10	9	-10	-15	8	-3	13	-5
Cc1csc(SCC(=O)N(c2ccccc2)C(C)C)n1	-7	-2	20	1	3	1	7	0	11	6	31
O=C(Nc1cc(N2CCOCC2)ncn1)c1ccccc1	·	-6	-4	3	0	11	5	-5	-8	-32	-2
CN1C(=O)C(C)(C)c2cc(S(=O)(=O)N3CCC(C(=O)NCc4ccc(Cl)cc4)CC3)ccc21	19	-9	0	1	-11	-11	-7	5	21	-10	-1
CCOc1cc(C(=O)N(C)Cc2cc3cc(OC)ccc3[nH]c2=O)cc(OCC)c1OCC	38	19	2	-68	9	-6	9	-5	-5	-4	2
C/C(CCc1ccccc1)=N\NC(=O)C1C2CCCCC21 (stereo not drawn)	-20	-27	-15	-4	-7	-11	-36	-1	-3	-19	-2
O=C(c1ccccc1S(=O)(=O)NCC(O)COc1ccc([N+](=O)[O-])cc1)N1CCCCC1 (stereo not drawn)	13	-34	10	6	2	0	-29	0	7	8	-6
CC(=O)c1ccc(N=Nc2ccc(N)cc2)cc1	11	18	-57	69*	-23	0	-96	11	-6	-134	83*
CCCn1nnc(NC(=O)c2ccc(OCC)c(Cl)c2)n1	-98	-18	9	-5	-1	10	-25	-7	-17	-16	1
C=CCNc1nc(Nc2ccc(OC)cc2)nc(OC)n1	6	-10	-30	-4	9	-5	-2	0	8	-23	-13
CCCN(C)C1CN(Cc2cn(Cc3cc(C)cc(C)c3)nn2)S(=O)(=O)C1 (stereo not drawn)	7	2	·	9	·	·	·	·	-4	-28	-8
Cc1ccc(C)c(NC(=O)COc2cccc3c2CCN(Cc2ccccc2C)C3=O)c1	-15	2	3	9	-11	-9	8	-3	2	18	27
CCCCNC(=O)C1(C)CCCCN1C(=O)c1ccc(F)cc1Cl (stereo not drawn)	-17	-22	2	-10	-24	4	-12	·	-7	-2	-7
C/C(=N\NC(=O)CCn1nnc2ccccc21)c1ccco1	4	-44	-1	4	-3	2	3	7	12	0	17
O=C(COc1ccc(Cl)cc1)NCc1nnc(SCC(=O)NCCc2ccccc2)o1	-7	-23	1	-9	-10	-1	2	-2	0	11	5
CC(=O)Nc1ccc(S(=O)(=O)NCCNC(=O)c2ccccc2F)cc1	-32	-11	0	-28	-8	9	-7	-3	-4	8	-6
CCOC(=O)c1c(SCC(=O)Nc2nc(C)cs2)nc(=O)[nH]c1C	-17	-28	13	32	-5	-3	-198	-1	1	-13	-6
Cc1ccc(CNc2nc3ccccc3n3nnnc23)cc1	10	-15	-22	-27	-9	6	-21	-1	-8	14	-1
N=C1S/C(=C\c2ccc(-c3cccc(Cl)c3)o2)C(=O)N1c1nccs1	-6	-17	5	90*	-59	12	-9	22	-5	12	4
CCc1ccc(-n2c(=O)c3ccc(C(=O)NCCc4ccccc4)cc3n(CC(N)=O)c2=O)cc1	18	-7	-1	7	3	-2	12	-4	11	9	-11
